# High-throughput results: PubChem, several laboratories
# KKLEB cytotox: reduces viability of KKLEB cystic fibrosis airway cells. activity change (cytotoxicity), % at 5 µM. KKLEB CF airway cells viability, ATPlite luminescence, overnight; stronger effect = lower value; cells stimulated with P. aeruginosa culture filtrate. AID 602141. actives 0.36% (n = 360,000);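 active = corrected activity change at or below -50% at 5 µM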
# C8 TRAIL sens: caspase-8 TRAIL sensitization. NB7+C8 cells + TRAIL, ATPlite viability luminescence. inhibition (viability loss, TRAIL sensitization), % at 10 µM. actives 1% (n = 360,000);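 active = compounds causing at least 50% loss of cell viability in the single-dose screen, relative to plate controls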
# EBV LMP1 NFkB: inhibitors of Epstein-Barr LMP1-induced NF-kappaB reporter | inhibition, % at 12.5 µM | actives 0.69% (n = 350,000) | LMP1-induced NF-kappaB luciferase reporter cells, luminescence; in the data active = inhibition above about 41%;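 note: 0% = neutral control wells and 100% = reference inhibitor control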
# CF NFkB inh: blocks PAF-induced NF-kB reporter in cystic fibrosis cells; KKLEB NF-kB-GFP reporter, GFP fluorescence overnight; inhibition, % at 5 µM; actives 0.86% (n = 360,000); AID 588850;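 active = at least 50% inhibition at 5 µM, scaled per plate between neutral and stimulator controls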;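 note: PAF is a Pseudomonas aeruginosa culture filtrate used as stimulus; plate controls were PAF-stimulated DMSO wells for no effect and unstimulated DMSO wells for full effect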
# NR2E3 ag-1: agonists of human NR2E3 nuclear receptor; CHO-S Gal4-NCOR/VP16-NR2E3 two-hybrid, luciferase; inhibition of corepressor binding, % at 3.98 µM; Q9Y5X4; actives 0.35% (n = 360,000); AID 602229;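 active = inhibition above the mean of all tested compounds plus 3 SD, cut at about 70% in these data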;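 note: 0% = DMSO with NR2E3 transfected cells and 100% = cells lacking NR2E3 construct; higher means lower luciferase signal from less NR2E3 corepressor binding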
# Target sequence (Q9Y5X4 whole entry, looked up, the tested form may be a part): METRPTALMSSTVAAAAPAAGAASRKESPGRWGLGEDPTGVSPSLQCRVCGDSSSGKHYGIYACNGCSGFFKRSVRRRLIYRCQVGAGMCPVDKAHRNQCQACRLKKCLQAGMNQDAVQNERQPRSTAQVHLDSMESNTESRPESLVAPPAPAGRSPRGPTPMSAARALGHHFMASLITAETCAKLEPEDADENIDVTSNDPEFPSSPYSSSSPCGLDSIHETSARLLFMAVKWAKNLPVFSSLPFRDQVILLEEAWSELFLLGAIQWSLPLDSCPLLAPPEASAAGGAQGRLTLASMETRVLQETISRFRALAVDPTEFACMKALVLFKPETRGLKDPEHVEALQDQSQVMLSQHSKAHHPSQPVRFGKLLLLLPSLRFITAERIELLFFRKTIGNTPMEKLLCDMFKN
# NR2E3 ag-2: activates human photoreceptor nuclear receptor NR2E3. GST-NR2E3/biotin-RetCOR TR-FRET, 1536-well. inhibition of corepressor binding, % at 4.78 µM. actives 0.12% (n = 320,000). AID 2300;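 active = percent inhibition above the cutoff of mean plus 3 SD of all tested compounds, set per screening campaign, cut at about 20% in these data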;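 note: 0% = DMSO wells and 100% = biotin wells as full block of FRET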
#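 Test system – NR2E3–RetCOR corepressor complex · Quantity – NR2E3 fusion 1.35 nM · Buffer or medium – Tris pH 7.5 · Incubation – Compound–protein incubation for 5 h at 4 °C · Technique – TR-FRET, Eu(K)-anti-GST donor, streptavidin-D2 acceptor, ex 340, em 617/671 nm · Evaluation – percent inhibition of 671/617 nm emission ratio versus biotin and DMSO controls · Plate – 1536-well format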
# TRPM1 prom inh: reduces MITF-dependent TRPM1 promoter luciferase signal; SK-MEL-5 TRPM1 promoter luciferase, 24 h; inhibition, % at 12.5 µM; actives 0.83% (n = 330,000);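 active = mean inhibition across replicates of 60% or more, whatever share of single replicates reaches that level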; note: values of inactives mirror those of a sister screen read the other way
# hiPSC survival: enhancers of human iPSC single-cell survival; hiPSC single-cell survival, ATPlite luminescence; 100% = ROCK inhibitor wells, 0% = DMSO; survival enhancement, % at 20 µM; actives 0.044% (n = 360,000); AID 602274; in the data active = survival enhancement above about 18%;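 note: cells exposed to compounds for 16 hours before the ATP read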
# Shn3 3UTR inh: Schnurri-3 reporter inhibition in Clone20 osteoblasts. Clone20 osteoblast Shn3 3'UTR firefly luciferase, 24 h. inhibition, % at 12.5 µM. actives 0.52% (n = 360,000). AID 588674;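 active = mean inhibition of at least 75% with every replicate also reaching 75%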;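 note: 0% = median of neutral control wells and 100% = pilot-screen positive control compound; some compounds past the cut are filed as inactive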
# HIF-2a block: blocks HIF-2a reporter activity; inhibition, % at 18.8 µM; 786-0 RCC cells HIF-2a reporter, luciferase luminescence, overnight; actives 0.72% (n = 360,000); AID 624352;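 active = inhibition of the luminescence signal of 40% or more relative to plate controls, in a single-dose primary screen at 18.75 µM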
# Peg3 prom inh: inhibitors of Peg3 promoter. actives 1.7% (n = 360,000). AID 588405. inhibition, % at 20 µM. HeLa PEG-Prom luciferase reporter, luminescence, overnight;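 active = inhibition of at least 50% at 20 µM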
# Numbers without * were called inactive; nt = not tested or not shown.
SMILES,KKLEB cytotox,C8 TRAIL sens,EBV LMP1 NFkB,CF NFkB inh,NR2E3 ag-1,NR2E3 ag-2,TRPM1 prom inh,hiPSC survival,Shn3 3UTR inh,HIF-2a block,Peg3 prom inh
COc1cccc(CSc2nc(N)cc(N)n2)c1,5,-12,-10,-3,0,1,-23,0.4,-14,-23,-4
O=C1CC(C(=O)N2CCOCC2)C2(CCCCC2)O1 (centres undefined),0,-2,-4,-12,-2,3,-2,1.8,-28,6,-12
COc1ccc(Cn2c(=O)c3[nH]cnc3n(-c3ccc(C)cc3)c2=O)cc1,-8,5,9,2,-14,4,0,-0.4,19,20,11
O=C(Nc1ccc(F)cc1)c1ccc(COc2ccccc2)cc1,8,2,6,-16,-11,4,-17,1.3,5,-14,-10
CCn1c(CSc2nc3ccccc3[nH]2)n[nH]c1=S,7,-12,-4,6,-15,1,-4,-0.4,-10,4,13
COC(=O)c1c(=O)n(O)c2ccc(OC)cc2[n+]1[O-],14,-4,2,-20,1,-8,13,-0.2,-21,14,14
C[C@H](CO)N1C[C@H](C)[C@@H](CN(C)Cc2ccncc2)Oc2ncc(Br)cc2C1=O,-18,-15,2,26,-19,nt,nt,0.8,2,12,-11
COC(=O)C1=C(C)NC2=C(C(=O)CCC2)C1c1cn(Cc2ccc(Cl)cc2Cl)nc1-c1ccccc1 (centres undefined),-4,-3,29,2,-13,-1,10,-0.8,20,25,22
Cn1c(CSCc2ccc(Cl)c(Cl)c2)nnc1SCC(=O)Nc1nccs1,6,14,5,13,-3,-1,5,2.5,39,13,30
C[C@H](CO)N1C[C@H](C)[C@@H](CN(C)S(C)(=O)=O)Oc2ccc(NC(=O)CCC(F)(F)F)cc2C1=O,1,-6,-3,-1,-5,nt,5,-4.1,13,14,-8
Cc1nc2ccccc2c2oc(C(=O)NCC3COc4ccccc4O3)cc12 (centres undefined),-8,22,0,-47,79*,1,nt,0.1,58,-8,39
C=CCOc1ccccc1/C=c1\sc2nc(=O)c(C)nn2c1=O,11,0,2,-17,0,5,33,8.3,-9,22,14
COC(=O)C1CCN(C(=O)Cc2ccc(OC)c(OC)c2)CC1,2,-9,-22,-13,-11,4,5,-0.9,3,17,-3
O=C(CCN1CCN2CCCC2C1)N1c2ccccc2Sc2ccc(Cl)cc21 (centres undefined),-12,9,-6,15,-21,-3,5,-0.3,17,14,11
Cc1ccc(C)c(C(=O)COC(=O)CN2C(=O)C3C4CCC(C4)C3C2=O)c1 (centres undefined),-16,4,1,14,7,-1,11,-0.4,-1,2,7
OC(c1ccc(F)cc1)C(CN1CCOCC1)c1ccccc1 (centres undefined),0,-7,7,4,-11,1,1,-0.3,10,24,14
CCC(C)NCCOc1cc(C)cc(C)c1C (centres undefined),-3,2,-1,-4,-5,-4,18,-0.5,-1,7,-13
CCn1c(=O)c2cc(C(=O)NCC(OC)OC)sc2c2ccccc21,-4,14,0,0,10,-3,4,2.5,14,-17,9
COc1ccc(S(=O)(=O)N2CCC(C(=O)N3CCN(c4ccccc4OC)CC3)CC2)cc1,1,2,13,7,-6,2,-3,3.6,15,16,10
Cc1ccc([C@H]2N[C@]3(CCCN(Cc4cccn4C)C3=O)[C@H]3C(=O)N(Cc4ccccc4)C(=O)[C@@H]23)cc1,0,-7,0,12,-23,nt,nt,-0.8,9,-6,16
Cc1ccc(NC(=O)C2CCN(S(=O)(=O)c3c(C)noc3/C=C/N(C)C)CC2)cc1,16,-7,1,6,-4,1,-8,0.4,-2,4,-3
CC(=O)N(C)c1nc(-c2ccc(Cl)cc2)cs1,13,-11,-2,-21,-65,-1,-49,-1.1,-47,-259,-162
Cc1c(CN2CCC(n3nccc3NC(=O)CCc3ccccc3)CC2)cnn1C,-19,-4,5,15,-18,1,16,2.1,6,14,-9
COC(=O)c1cc(=O)n(-c2ccc(C(F)(F)F)cc2)[nH]1,3,-4,1,-6,-16,-1,3,-0.3,5,15,11
C=CCN(C(=O)c1csnn1)C(C(=O)NC1CCCCC1)c1ccccc1 (centres undefined),2,-15,-4,17,-8,-1,4,-0.5,7,11,16
SMILES,KKLEB cytotox,C8 TRAIL sens,EBV LMP1 NFkB,CF NFkB inh,NR2E3 ag-1,NR2E3 ag-2,TRPM1 prom inh,hiPSC survival,Shn3 3UTR inh,HIF-2a block,Peg3 prom inh
CCc1ccc(N2C(=O)C3C(C2=O)N2CCCN2C3c2ccccc2)cc1 (centres undefined),8,3,5,-5,-23,3,4,0.1,-9,8,15
Cc1ccc(OCc2ccc(C(=O)NCC3CCCO3)cc2)cc1 (centres undefined),5,-12,-1,1,-69,-2,1,0.6,14,-21,-6
COc1ccc(C2CC(=O)Oc3cc(C)c(Cl)c(C)c32)cc1 (centres undefined),-11,13,1,18,-19,nt,4,2.3,-1,5,8
CC(C)(C)c1ccccc1NC(=S)NC1CCCCC1,10,-9,-11,19,-18,0,-7,-0.1,9,19,41
Cc1ccc(C(=O)OCC(=O)Nc2ccc(N(C)C)cc2)cc1NC(=O)c1ccco1,7,-10,-2,1,-18,-6,5,2.2,-1,-12,-7
Cc1ccc(C(=O)N(C)CCOc2ccccc2)cc1S(=O)(=O)N1CCOCC1,-2,2,-3,-10,-10,4,-1,0.5,-9,6,-4
c1ccc(Oc2cccc(NC3=NCCC3)c2)cc1,9,9,-22,-9,-16,2,-1,-4.1,-2,-17,6
COc1ccc(NC(=O)c2cc(S(=O)(=O)N3CCOCC3)ccc2N2CCOCC2)cc1,-12,-19,0,7,-10,-1,0,0.9,7,6,-1
COc1ccc([C@H]2CC(=O)C=C(c3ccccc3Oc3ccccc3)C2)cc1,7,8,-12,16,-4,-2,10,-0.2,-10,14,29
CCOC(=O)/C(=N\Nc1cc(Cl)ccc1Cl)N1CC(C)OC(C)C1 (centres undefined),-6,13,0,9,-19,-4,10,4.0,15,16,20
COc1ccc2[nH]c(=O)c(CN(C(=O)C3CCCO3)c3ccc(C)cc3)cc2c1 (centres undefined),11,-3,-6,-5,-22,2,22,-0.3,-7,-54,-28
O=C(C[C@H]1C[C@@H]2c3cc(NC(=O)Nc4ccccc4)ccc3O[C@@H]2[C@@H](CO)O1)NCC1CC1,-3,6,13,25,-13,nt,nt,-2.5,-11,1,-7
C=CCn1c(SCc2ccccc2)nc2c1c(=O)[nH]c(=O)n2C,-17,-6,1,8,-4,3,3,0.6,17,12,5
CCN(CC(=O)Nc1c(F)cccc1F)C(=O)c1ccc(OCc2c(C)noc2C)cc1,17,-6,1,-9,-41,1,6,-0.1,-6,11,0
COc1ccc(/C=N/N(C)C2=NS(=O)(=O)c3ccccc32)cc1OC,-3,7,-4,9,-57,2,3,0.1,9,10,9
CC(=O)Nc1cc2oc3ccccc3c2cc1[N+](=O)[O-],19,5,nt,-80,-39,nt,nt,2.2,-24,-121,-102
Cc1sc2c(c1C)CN(Cc1ccncc1)CN2C(=O)c1ccco1,6,21,-5,-25,-71,4,-13,-0.4,-25,-197,-76
O=C(c1ccco1)c1nc2c(n1O)CCCCC2,1,2,-1,1,-23,2,4,-0.9,2,-5,0
CN1C(C)(C)CC(=NOC(=O)c2ccccc2)CC1(C)C,-17,-8,-16,-13,-18,3,3,-2.3,19,11,1
COc1ccc(F)cc1S(=O)(=O)N1CCN(Cc2ccc3c(c2)OCO3)CC1,0,-6,5,7,-12,1,0,1.6,-1,18,14
O=C(CCNS(=O)(=O)c1ccccc1C(F)(F)F)Nc1ccncc1,-8,-4,9,2,6,2,-6,-0.4,-12,8,0
Cc1sc2nc(SCC(=O)Nc3cccc(C(=O)O)c3)[nH]c(=O)c2c1C,-2,-5,-6,13,-2,nt,4,0.0,-32,6,-4
Cc1onc(-c2ccccc2Cl)c1C(=O)N1CCN(c2cccc(Cl)c2)CC1,-18,25,5,24,-45,1,17,-0.8,22,22,37
CC(C)(C)NS(=O)(=O)c1cc2c3c(c1)CCN3C(=O)CC2,2,-23,-19,3,8,8,11,0.1,2,8,-5
ON1C(c2ccc(Cl)cc2Cl)N(O)[C@H]2CCCC[C@H]21 (some centres undefined),-4,-6,1,1,1,-5,8,-1.5,14,8,14
SMILES,KKLEB cytotox,C8 TRAIL sens,EBV LMP1 NFkB,CF NFkB inh,NR2E3 ag-1,NR2E3 ag-2,TRPM1 prom inh,hiPSC survival,Shn3 3UTR inh,HIF-2a block,Peg3 prom inh
CC(SCCc1ccccn1)C(=O)O (centres undefined),-4,0,-11,-21,-18,0,-2,-0.5,13,10,6
COc1ccc(S(=O)(=O)N2CCCCC2)cc1NC(=O)Cn1c(=O)cnc2ccccc21,15,8,-11,4,-5,3,5,0.4,1,17,14
CC(C)NC(=O)C(c1ccc(F)cc1)N(Cc1ccco1)C(=O)CCC(=O)Nc1ccccn1 (centres undefined),10,20,-14,-1,-21,-1,-3,-0.5,14,12,5
O=C(NC(=S)NCC1CCCO1)c1ccccc1Br (centres undefined),-6,-2,-6,-7,-7,-3,-19,0.7,7,-8,8
CN(CC(=O)Nc1ccc(F)c(Cl)c1)S(=O)(=O)c1ccc2c(c1)n(C)c(=O)c(=O)n2C,-16,-11,2,7,-18,2,14,0.4,-12,13,17
Cc1cc(NC(=O)CSCC(=O)Nc2cc(C(F)(F)F)ccc2N2CCCCC2)no1,-11,-20,22,17,11,nt,8,-0.6,16,26,33
OC(COc1ccc2c(c1)OCO2)CN1CCN(c2ccc(F)cc2)CC1 (centres undefined),4,-6,12,-9,-15,-2,6,-3.0,-11,7,4
CCc1nnc(NS(=O)(=O)c2ccc(NC(=O)c3ccc(Cl)cc3)cc2)s1,-10,-6,-5,16,-8,0,0,-0.5,-18,18,-1
Cc1ccccc1NC(=O)c1cnn(-c2ccccc2)c1C,2,12,9,31,-76,10,-59,-0.7,-39,-249,-225
N=C1/C(=C/c2ccc(Br)o2)C(=O)N=C2SC(CC(=O)N3CCCC3)=NN12,-1,-5,14,-14,23,2,9,-0.6,6,5,14
COc1cc(OC)cc(C(=O)NC(C(=O)NCc2ccccn2)C(C)C)c1 (centres undefined),-1,-8,-4,2,-21,0,6,-0.3,-61,9,0
O=S(=O)(Cc1nnnn1-c1ccc(Br)cc1)c1ccccc1,10,-3,-4,-14,-25,nt,nt,-0.4,5,2,8

# Results in NR2E3 ag-1 and Shn3 3UTR inh (three entries from above):
mol	NR2E3 ag-1	Shn3 3UTR inh
COc1ccc([C@H]2CC(=O)C=C(c3ccccc3Oc3ccccc3)C2)cc1	-4	-10
CCOC(=O)/C(=N\Nc1cc(Cl)ccc1Cl)N1CC(C)OC(C)C1 (centres undefined)	-19	15
COc1ccc2[nH]c(=O)c(CN(C(=O)C3CCCO3)c3ccc(C)cc3)cc2c1 (centres undefined)	-22	-7

# Some of the compounds tested; the hit share may differ from the screen's.
